High-throughput results from PubChem BioAssay.
L3MBTL1 block – inhibitors of human L3MBTL1; Q9Y468; AlphaScreen L3MBTL1–H3K9me1 peptide binding; Potency, µM (titrated, usually from 57.1 µM), for inactives: top-dose activity, negative = inhibition, usual class: inhibitors; 0.66% of 230,000 active; AID 485360; further: on the % scale 0 is the no-effect control and ±100 the full control effect; nearly all actives have a fitted effect of over 60% in size
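Displacement of a biotinylated histone H3(1-15) peptide monomethylated at Lys9 (75 nM) from L3MBTL1 (50 nM) was measured by AlphaScreen after a 30 min room-temperature compound incubation; cefsulodin titration served as intraplate control.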
LMNA splice mod – modulators of lamin A splicing | HeLa LMNA splicing GFP/RFP minigene ratio, 48 h | AID 1487 | 0.01% of 200,000 active | Potency, µM (highest dose often 46.1 µM), for the others: top-dose ratio change, negative = inhibition, hits mostly inhibitors; active means well fitted inhibition curve with a large enough effect in the signal ratio, with a control signal flat, not every such curve was filed as active; inconclusive means small, poorly fitted or top-dose-only effect, or effect the other way, or a change in a side signal; the % refers to the signal ratio; further: on the % scale 0 is the no-effect control and ±100 the full control effect
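S3 HeLa cells stably expressing lamin A-EGFP splicing minigene plus DsRed2, 600 cells/well, 48 h compound exposure at 37C. Laser-scanning cytometry; analysed as GFP (500-530 nm)/RFP (575-640 nm) total intensity ratio; 0.5% DMSO vehicle.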
JMJD2E inh – blocks human JMJD2E demethylase activity. B2RXH2. JMJD2E catalytic domain, FDH-coupled NADH fluorescence (FDH is formaldehyde dehydrogenase). Potency, µM (highest dose often 57.1 µM), without a hit: top-dose activity change, negative = inhibition, hits mostly inhibitors. 1.6% of 230,000 active. AID 2147; active means well fitted inhibition curve with a large enough effect, not every such curve was filed as active; inconclusive means small, poorly fitted or top-dose-only effect, or another doubt; inactive means no such curve, though single readings can be large or run the other way;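 further: 0% = wells with enzyme and -100% = buffer wells without enzyme; nearly all actives have a fitted effect of over 50% in size; many of its hits are not listed in these tables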
RECQ1 helicase – blocks DNA unwinding by human RECQ1 | RECQ1 DNA unwinding, red fluorescence kinetic read | 0.54% of 240,000 active | AID 2549 | P46063 | Potency, µM (titrated, usually from 57.3 µM), inactives show at the top dose activity, negative = inhibition, most hits filed as inhibitors;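 further: plate controls were vehicle for no effect and no enzyme for full effect; nearly all actives have a fitted effect of over 30% in size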
Target sequence (P46063 whole entry, looked up): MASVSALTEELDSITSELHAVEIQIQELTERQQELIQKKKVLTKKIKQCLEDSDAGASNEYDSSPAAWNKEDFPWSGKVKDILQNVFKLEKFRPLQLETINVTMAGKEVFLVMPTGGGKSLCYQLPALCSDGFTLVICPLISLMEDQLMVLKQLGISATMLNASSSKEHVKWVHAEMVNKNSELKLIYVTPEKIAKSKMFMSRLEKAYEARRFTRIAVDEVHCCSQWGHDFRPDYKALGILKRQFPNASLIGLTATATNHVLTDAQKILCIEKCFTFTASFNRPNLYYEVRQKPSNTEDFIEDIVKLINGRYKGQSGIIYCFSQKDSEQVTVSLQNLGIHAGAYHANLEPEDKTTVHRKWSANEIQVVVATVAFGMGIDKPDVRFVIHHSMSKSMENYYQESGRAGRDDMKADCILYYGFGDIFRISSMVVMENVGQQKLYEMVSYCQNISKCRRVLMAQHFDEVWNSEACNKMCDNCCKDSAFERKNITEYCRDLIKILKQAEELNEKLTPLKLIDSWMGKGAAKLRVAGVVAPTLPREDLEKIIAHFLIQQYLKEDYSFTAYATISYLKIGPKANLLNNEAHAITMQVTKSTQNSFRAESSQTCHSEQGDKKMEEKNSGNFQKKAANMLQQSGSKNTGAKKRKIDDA
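RECQ1T1 50 nM; forked duplex (20 bp + 30-nt ss tails) 200 nM, ATP 2 mM final; pH 8.0, 2 mM MgCl2, 2.5 ug/ml poly(dI-dC); 15 min compound preincubation; discontinuous kinetic read over 2 h at RT.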
ALDH1A1 block – inhibitors of human aldehyde dehydrogenase 1A1. Purified ALDH1A1, NADH fluorescence, propionaldehyde substrate. Potency, µM (top dose mostly 75.3 µM), for the others: top-dose activity, negative = inhibition, most hits filed as inhibitors. 7.3% of 220,000 active. AID 1030; active means well fitted inhibition curve with a large enough effect, not every such curve was filed as active; inconclusive means small, poorly fitted or top-dose-only effect, or another doubt; inactive means no such curve, though single readings can be large or run the other way;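 further: plate controls were no enzyme wells and a reference inhibitor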
SMN2 splice enh – SMN2 splice variant enhancement; AID 1458; Potency, µM (top dose mostly 46.1 µM), inactives show top-dose activity change, positive = activation, hits mostly activators; HEK293 SMN2-luciferase splicing reporter, luminescence, 30-36 h; 2.8% of 210,000 active; further: % of control where 0% means no effect; nearly all actives have a fitted effect of over 55% in size
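HEK293 cells carry an SMN2 minigene-luciferase reporter in which exon 7 inclusion puts luciferase in frame. Cells were seeded at 2000 cells/well, attached for 10-12 hours, then exposed to compounds for 30-36 hours at 37C before ONE-Glo luminescence.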
Tau ThT inhib – tau fibrillization inhibition (ThT binding). 2.1% of 270,000 active. AID 1460. Potency, µM (doses to about 57.4 µM), for inactives: at the highest dose activity, negative = inhibition, actives largely listed as inhibitors. P10636. recombinant tau K18 P301L (four-repeat tau fragment), heparin-induced fibrillization, ThT fluorescence; further: on the % scale 0 is the no-effect control and ±100 the full control effect; nearly all actives have a fitted effect of over 55% in size
Target sequence (P10636 561-689 P618L limits assumed): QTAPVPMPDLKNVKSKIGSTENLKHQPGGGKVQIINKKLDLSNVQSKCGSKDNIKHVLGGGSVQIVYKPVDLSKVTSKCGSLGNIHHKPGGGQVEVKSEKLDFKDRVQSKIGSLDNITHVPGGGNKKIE
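Tau K18 P301L fragment (15 uM unlabeled plus 0.24 uM Alexa 594-labeled) in 100 mM sodium acetate pH 7 with compound, fibrillization induced by 20 uM heparin for 6 hr at 37 C. Thioflavin T (30 uM) added, fluorescence read after 1 hr (ex 450, em 510 nm).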
Luc counter – counter-screen: inhibitors of Kinase-Glo firefly luciferase | Q27757 | Kinase-Glo luciferase, ATP luminescence, 8 min | Potency, µM (top dose mostly 38.3 µM), for inactives: at the top dose activity change, negative = inhibition, most hits filed as inhibitors | 0.28% of 200,000 active | AID 1379; further: on the % scale 0 is the no-effect control and ±100 the full control effect; nearly all actives have a fitted effect of over 60% in size
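Recombinant Kinase-Glo luciferase, 10 uM ATP (linear range), luciferin; imidazole pH 7.2 / KCl / MgCl2 / Tween / BSA buffer; 8 min RT; luminescence.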
* = called active by the depositor; i = inactive; ? = inconclusive; · = not tested or not shown; & = joins results of further samples; [ ] = dose if it differs, or a comment. Unless noted, the call rests on the fitted dose curve; in most records, active means well fitted curve in the direction sought with a large enough effect; inconclusive means small, poorly fitted or top-dose-only effect, or another doubt; inactive means no such curve, though single readings can be large; an effect the other way counts as inactive or inconclusive. Potency means the concentration at half of the fitted maximal effect. These rows are one share of the data; count on the stated rates, not on these rows.

SMILES	L3MBTL1 block	LMNA splice mod	JMJD2E inh	RECQ1 helicase	ALDH1A1 block	SMN2 splice enh	Tau ThT inhib	Luc counter
CCc1ccc(N(C(=O)C(F)(F)F)C(C(=O)NC2CCCCC2)c2ccncc2)cc1 (stereo unspecified)	9%	-4%	2%	-5%	1%	-5%	-5%	2%
CN(C)Cc1ccccc1-c1ccc2ncnc(NC3CC3)c2c1	·	22%	?	i	-4%	-6%	-8%	-2%
Cc1cc(=O)[nH]c(N/N=C/c2ccc(Br)s2)n1	-11%	-13%	4%	-8%	10%	5%[1.84 µM]	?	-4%
CCn1nnnc1SCC(=O)c1ccc(C)cc1	2%	-1%	3%	-3%	?	3%	-18%	-4%
CCCCCCNS(=O)(=O)c1nc2nc(C)cc(C)n2n1	3%	-9%	-1%	-1%	-2%	10%	-4%	-5%
CCn1c(SCC(=O)Nc2ccc(OC)cc2)nnc1-c1ccco1	3%	-4%	8%	-1%	4%	-5%	-8%	1%
COc1ccc(Br)cc1C(=O)Nc1ccc(N2CCN(S(C)(=O)=O)CC2)cc1	-17%	5%	0%	-2%	0%	14%	?	-1%
Cc1sc(NC(=O)c2cccs2)c(C(N)=O)c1C	2%	-7%	-3%	-4%	11µM*	10µM*	-19%	-13%
NC(=O)N/N=C/c1ccc(-c2cccc(C(F)(F)F)c2)o1	4%	?	?	-5%	?	23%	-11%	2%
O=C1CCCCCN1Cc1ccccc1	?	1%	-1%	-15%	5%	8%	3%	8%

As entered above.
COc1ccc(Br)cc1C(=O)Nc1ccc(N2CCN(S(C)(=O)=O)CC2)cc1 in ALDH1A1 block reads 0%
CCc1ccc(N(C(=O)C(F)(F)F)C(C(=O)NC2CCCCC2)c2ccncc2)cc1 (stereo unspecified) in LMNA splice mod reads -4%
O=C1CCCCCN1Cc1ccccc1 in JMJD2E inh reads -1%
NC(=O)N/N=C/c1ccc(-c2cccc(C(F)(F)F)c2)o1 in RECQ1 helicase reads -5%
Cc1cc(=O)[nH]c(N/N=C/c2ccc(Br)s2)n1 in JMJD2E inh reads 4%

Next entries follow:
SMILES	L3MBTL1 block	LMNA splice mod	JMJD2E inh	RECQ1 helicase	ALDH1A1 block	SMN2 splice enh	Tau ThT inhib	Luc counter
CCN(CC)C(=O)c1ccc(-c2nnc(OC)c3ccccc23)cc1	?	·	-3%	-5%	·	·	-11%	·
CCOc1ccccc1NC(=O)CSc1nnnn1-c1ccc(C(=O)OC)cc1	-1%	-2%	0%	-2%	-5%	-10%	3%	-6%
CCC(=NCCc1ccc(OC)c(OC)c1)C1=C(O)CC(C)(C)CC1=O	14%	·	-5%	-27%	-12%	-39%[inhibitor]	-14%	0%
CCOC(=O)C1CSC(CC(=O)Nc2ccc(OCC)cc2)C(=O)N1 (stereo unspecified)	10%	0%	-4%	0%	-3%	-2%	-4%	1%
CN1CCN(C(=O)CCNC(=O)Cn2ccc3ccccc3c2=O)CC1	·	2%	-20%	i	4%	10%	3%	-3%
O=C1C=C(NCc2ccc3c(c2)OCO3)CC(c2ccccc2)C1 (stereo unspecified)	3%	-2%[46 µM]	4%	-6%	?	·	-5%	1%
COc1ccccc1-c1nn2c(-c3ccccc3Cl)nnc2s1	4%	6%	-1%	i	-11%	-8%	-13%	3%
O=C1NC(=S)N/C1=C\c1ccccc1OCc1ccc(C(=O)O)cc1	5%	·	-17%	-10%	·	·	-8%	·
Cc1ccc2oc(-c3ccc(C)c(NC(=S)NC(=O)c4cccs4)c3)nc2c1	-3%	-4%	?	-11%	7%	?	-8%	2%
COc1ccccc1CNC(=O)c1cccc(-c2ccc(C)c3ccccc23)n1	2%	?	?	-13%[81.1 µM]	?	-79%[inhibitor]	-11%[81.4 µM]	0%[39.9 µM]
O=C(c1cc(-c2ccco2)on1)N1CCN(c2ccccc2)CC1	-2%	?	-6%	-6%	14µM*	4%	?	2%
COc1ccc(CCc2nnc(CCC(=O)NCc3ccc4ncccc4c3)o2)cc1	9%	·	7%	-2%	-2%	·	?	1%
CCN(CC(=O)NCc1ccc(Cl)cc1)CC(=O)Nc1ccc(C(N)=O)cc1	·	·	-2%	-1%	?	-7%	-10%	1%
Cc1oc(C(C)(C)C)c(CN2CCCC2)c1C(=O)O	-2%	-2%	1%	0%	?	10%	-4%	-3%
O=C(NC(=S)Nc1cc([N+](=O)[O-])ccc1Cl)c1ccccc1	·	?	3%	i	8.9µM*	18%	?	-3%
CN(C)S(=O)(=O)Nc1ccc2c(c1)OCO2	1%	1%	4%	i	1%	-8%	3%	-3%
CCOc1ccc(NC(=O)CSc2nc(C3CC3)nc3ccccc23)cc1	1%	6%[46 µM]	-6%	i	1%	-9%	-16%	-5%
CCc1ccc(CCN2C(=O)c3ccccc3C2=O)nc1	5%	·	1%	-6%	·	·	1%	·
O=C1Nc2ccc(Br)cc2/C1=N/N=C/C1=C(N2CCOCC2)C(=C\c2ccccc2)/CC1	·	3%	-5%	14%	8.9µM*	24%	4.5µM*	?
O=C(/C=C/c1ccccc1)c1ccccc1O	6%	10%	2%&-9%	-2%&-7%	-2%&9%	-9%&-1%	?	0%&-7%
CC1CCc2sc(C(=O)Nc3ccc(C(N)=O)cc3)cc2C1 (stereo unspecified)	1%	?	?	-3%	?	·	-13%	·
O=C(N[C@@H](Cc1ccccc1)C(=O)O)c1ccc(C(F)(F)F)cc1	1%	·	-9%	-3%	-2%	·	6%	·
Cc1cc(F)c(F)c(C(=O)N2CCC(C)CC2)c1Cl	-10%	-6%[46 µM]	-8%	-17%	4%	·	2%	-3%
Cc1ccc(COc2ccccc2-c2cc(C(=O)N/N=C/c3cccnc3)[nH]n2)cc1	-4%	·	2%	-5%	-10%	·	?	·
COc1ccc(Cn2ccnc2)cc1Br	·	?	-5%	-1%	?	3%	2%	-5%
CCOC(=O)Cc1[nH]nc2c1C(Cc1ccccc1)C(C#N)=C(N)O2 (stereo unspecified)	-7%	13%[46 µM]	-7%	-10%	2%	·	-18%	·
CCOC(=O)c1cc[nH]c1CC(=O)NC	-5%	·	-5%	-6%	3%	·	1%	·
CCCCC(=O)OCc1nc2ccccc2s1	128%[activator]	9%[46 µM]	-1%	0%	-5%	10%	-3%	-4%
Cc1cc(C)n(-c2cccc(CN3CCC(CO)(Cc4ccccc4)CC3)c2)n1	-5%	·	6%	5%	-16%	·	-9%	1%
COc1cc(C(=O)NC2CC3CCCC(C2)N3C2CC2)cc(OC)c1OC (stereo unspecified)	2%	5%	5%	-11%	4%	6%	5%	-3%

Entries listed so far shown as hits in ALDH1A1 block.
| SMILES | L3MBTL1 block | LMNA splice mod | JMJD2E inh | RECQ1 helicase | ALDH1A1 block | Tau ThT inhib |
| --- | --- | --- | --- | --- | --- | --- |
| Cc1sc(NC(=O)c2cccs2)c(C(N)=O)c1C | 2% | -7% | -3% | -4% | 11µM* | -19% |
| O=C(c1cc(-c2ccco2)on1)N1CCN(c2ccccc2)CC1 | -2% | ? | -6% | -6% | 14µM* | ? |
| O=C(NC(=S)Nc1cc([N+](=O)[O-])ccc1Cl)c1ccccc1 | · | ? | 3% | i | 8.9µM* | ? |
| O=C1Nc2ccc(Br)cc2/C1=N/N=C/C1=C(N2CCOCC2)C(=C\c2ccccc2)/CC1 | · | 3% | -5% | 14% | 8.9µM* | 4.5µM* |

The list goes on:
SMILES	L3MBTL1 block	LMNA splice mod	JMJD2E inh	RECQ1 helicase	ALDH1A1 block	SMN2 splice enh	Tau ThT inhib	Luc counter
O=C1CC(=O)N(Cc2cccs2)C(=O)N1	·	0%	-11%	i	?	12%	20µM*	2%
CCc1ccc2c(c1)cc(CN(Cc1ccco1)C(C)=O)c1nnnn12	-3%	-20%[46 µM]	-9%	-8%	?	-7%	-4%	2%
COc1ccc(CNc2ncnc3cc(OC)c(OC)cc23)cc1	2%	-6%	0%	-5%	-9%	3%	1%	0%
CC(=O)C1=C(O)C(=O)N(CCc2c[nH]c3ccccc23)C1c1ccccc1 (stereo unspecified)	-12%	2%[46 µM]	?	i	?	·	-14%	-3%
Cc1cc(=O)cc(C)n1-c1ccc2c(c1)nc(C)n2-c1ccccc1	-6%	-15%	8%	i	3%	-22%	-2%	1%
Cc1sc2nc(CN3CCCC3)nc(N3CCN(C(=O)c4ccco4)CC3)c2c1C	-19%	-12%[46 µM]	?	?	4%	8%	1%	1%
Cc1ccc(-n2nnnc2SCC(=O)N2CC(=O)Nc3ccccc32)cc1	·	-9%	0%	2%	11µM*	-42%	-3%	0%
CN(C)C(=S)SCC(=O)Nc1ccc(Cl)cc1Cl	13%	?	13%	i	?	-6%	-12%	3%
O=C(Nc1nc(-c2ccc([N+](=O)[O-])cc2)cs1)c1c(F)cccc1F	3%	-4%[46 µM]	12%	i	4%	-9%	-2%	4%
O=C(CC(C(=O)O)c1c[nH]c2ccccc12)c1ccccc1 (stereo unspecified)	5%	-24%[46 µM]	-23%	17%	-3%	·	?	-1%
Cc1cc(C)nc(N/N=C/c2ccccc2OCc2cccc(Br)c2)n1	-5%	?	-18%	-17%	3%	-10%	-15%	3%
CCOc1ccc(/C=N/OCC(=O)NC(c2ccccc2)c2ccccc2)cc1	6%	?	-19%	i	?	-32%[inhibitor]	-18%	-2%
Cn1c(COc2ccc(Cl)cc2)nnc1SCc1ncc(-c2ccccc2)o1	0%	?	-26%	-6%	20µM*	11%	-17%	-5%
CCCCOc1ccc(C(C)(O)CCN2CCOCC2)cc1 (stereo unspecified)	5%	8%	-2%	i	?	6%	1%	1%
Cc1ccc(NC(=S)NCCSc2ccc(Cl)cc2)c(C)c1	14%	?	-5%	-4%	?	-32%[inhibitor]	3%	3%
CCOC(=O)c1cnc2ccc(Cl)cc2c1N1CCN(C)CC1	-1%[11.4 µM]	-7%	1%	2%	5%	-8%	-3%	1%
